# SUMO Mot1 rescue: SUMOylation pathway inhibition by Mot1-301 growth rescue; 320,000 compounds, 1% hits; S. cerevisiae Mot1-301 growth rescue, ATP luminescence, 38.5C; percent above DMSO median, 100 means doubled; AID 2716; growth rescue, % at 18.8 µM;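 active = every valid replicate shows activation above 250% relative to neutral control wells; inactive = the rest, any valid replicate at or below 250%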;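 also: OY570 slx delta 5 strain wells were the positive control but not used for scaling; some compounds called inactive have numbers as strong as hits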
# Keap1-Nrf2 PPI: inhibitors of human Keap1-Nrf2 protein-protein interaction | 340,000 compounds, 0.15% hits | Q14145 | inhibition, % at 9.4 µM | Keap1 Kelch-Nrf2 peptide fluorescence polarization, 1536-well; in the data active = inhibition above about 12%; inconclusive = no clear call, values can overlap the other calls; inactive = below about 7.3%;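 also: human Keap1 Kelch domain with fluorescein labeled Nrf2 9mer peptide probe; 0% = neutral control wells and 100% = peptide positive control; higher means more block of Keap1 binding to Nrf2 peptide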
# PfHsp90 set2: growth inhibition of yeast expressing Plasmodium Hsp90; S. cerevisiae expressing PfHsp90, BacTiter-Glo ATP, 48 h; yeast lacking PDR1 and PDR3 efflux regulators; AID 504621; inhibition, % at 9.4 µM; 310,000 compounds, 0.32% hits;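 active = every replicate shows inhibition above about 80%, whatever the replicate mean, limit read from the data; inconclusive = mean inhibition reaches the set limit but some replicate falls short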;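 also: 0% = DMSO neutral controls and 100% = 20 µM radicicol positive controls; yeast relying on Plasmodium falciparum Hsp90 in place of its own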
# dFosB act: activators of mouse delta FosB homodimer. activation, % at 25 µM. P13346. 340,000 compounds, 0.99% hits. purified delta FosB, TAMRA-CDK5 oligo fluorescence polarization; percent of positive-control signal above neutral wells. AID 493131;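 active = mean activation above about 17%, with every replicate also reaching it, limit read from the data, passing the limit was not always enough; inconclusive = only one of the two conditions met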;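 also: fluorescence polarization rise as delta FosB binds a TAMRA Cdk5 AP-1 oligo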
# Target sequence (P13346 whole entry, looked up): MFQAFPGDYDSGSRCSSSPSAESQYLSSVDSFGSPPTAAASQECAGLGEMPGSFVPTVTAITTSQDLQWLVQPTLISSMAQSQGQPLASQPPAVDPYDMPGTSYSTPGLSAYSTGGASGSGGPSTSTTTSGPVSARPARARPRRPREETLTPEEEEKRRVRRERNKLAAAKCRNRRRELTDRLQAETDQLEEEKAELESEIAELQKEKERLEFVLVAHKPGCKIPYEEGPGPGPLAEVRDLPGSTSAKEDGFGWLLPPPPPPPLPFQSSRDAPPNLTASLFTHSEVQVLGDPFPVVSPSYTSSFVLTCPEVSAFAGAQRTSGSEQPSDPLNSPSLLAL
# cardiac RTF act: cardiac RTF calcium sensitization; activation, % at 7.2 µM; 340,000 compounds, 0.24% hits; IANBD-labeled TnC RTF fluorescence at EC20 calcium; 0% EC20 calcium, 100% full calcium; P19429+P45379; AID 493008;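 active = activation above the mean over all tested compounds plus 3 SD, cut at about 30% in these data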;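 also: rise in fluorescence read as greater calcium sensitivity of cardiac thin filaments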
# RTF Ca sens inh: cardiac RTF calcium desensitization; P19429+P45379; IANBD-labeled cardiac RTF, Ca2+ fluorescence; inhibition, % at 7.15 µM; 340,000 compounds, 0.12% hits; AID 493244;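 active = inhibition above the mean inhibition of all tested compounds plus 3 SD, cut at about 17% in these data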;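 also: assay run at fixed EC70 calcium of 1.6 mM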
# CDK5 inh: CDK5/p35 (human) kinase inhibition; Recombinant CDK5/p35, ADP-Glo luminescence, 60 min; AID 488839; inhibition, % at 10 µM; Q00535+Q15078; 330,000 compounds, 0.01% hits;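 active = highest replicate inhibition of at least 50% and at least 75% of replicates reaching 50%; inconclusive = only one of the two criteria met; inactive = both criteria failed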;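 also: plate controls were DMSO neutral control for no effect and GW8510 at 10 µM for full effect; many of its hits are not listed in these tables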
# Target sequence (Q00535 whole entry, looked up): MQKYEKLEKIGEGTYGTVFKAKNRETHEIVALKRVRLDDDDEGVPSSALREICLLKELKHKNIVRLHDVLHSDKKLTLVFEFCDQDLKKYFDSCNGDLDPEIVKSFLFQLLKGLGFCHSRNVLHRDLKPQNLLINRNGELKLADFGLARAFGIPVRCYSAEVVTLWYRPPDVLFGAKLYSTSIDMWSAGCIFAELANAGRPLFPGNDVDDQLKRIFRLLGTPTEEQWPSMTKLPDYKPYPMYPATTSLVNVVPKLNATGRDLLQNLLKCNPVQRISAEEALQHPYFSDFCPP
# Target sequence (Q15078 whole entry, looked up): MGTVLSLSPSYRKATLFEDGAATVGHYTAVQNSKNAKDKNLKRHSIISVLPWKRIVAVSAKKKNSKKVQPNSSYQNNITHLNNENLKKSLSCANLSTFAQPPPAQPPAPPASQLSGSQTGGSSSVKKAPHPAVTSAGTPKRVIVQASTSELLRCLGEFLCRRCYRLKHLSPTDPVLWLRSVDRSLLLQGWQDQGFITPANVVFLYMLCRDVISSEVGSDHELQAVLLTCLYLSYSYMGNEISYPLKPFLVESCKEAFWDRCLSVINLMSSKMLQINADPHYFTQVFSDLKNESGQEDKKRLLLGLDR
# NSD2 inh: NSD2 (human) methyltransferase inhibition; O96028; NSD2 peptide methylation, AlphaScreen, 120 min; inhibition, % at 12.5 µM; 310,000 compounds, 0.54% hits; in the data active = inhibition above about 50%
# Rtt109 HAT inh: blocks Candida albicans Rtt109/Vps75 acetyltransferase activity; 330,000 compounds, 0.16% hits; AID 540336; inhibition, % at 34.9 µM; purified Rtt109/Vps75, ThioGlo CoA-SH fluorescence, 4 h;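 active = inhibition of at least 50% in every replicate; inconclusive = best replicate reaches 50% inhibition but some replicates fall short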
# C-LANA FP: KSHV C-LANA DNA binding inhibition; inhibition, % at 9 µM; MBP-C-LANA/FAM-LBS DNA binding, fluorescence polarization; AID 504423; 340,000 compounds, 0.078% hits;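 active = highest replicate inhibition at or above 60% at 9 µM, even if other replicates fall short; inactive = all replicates below 60% inhibition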;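 also: 0% = neutral control wells and 100% = 4 µM acridine orange control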
# PvdQ inh: blocks Pseudomonas aeruginosa PvdQ acylase activity; purified PvdQ acylase, fluorescence plate reader; inhibition, % at 10 µM; 340,000 compounds, 0.063% hits; in the data active = inhibition above about 30%, passing the limit was not always enough; inconclusive = no clear call, values can overlap the other calls;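 also: 0% = vehicle neutral wells and 100% = reference inhibitor wells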
# The depositor's hits bear a star; ? = inconclusive; / = not tested or not shown. Outcome played no part in choosing rows, and some 3.2% of all compounds hit somewhere here.
SMILES,SUMO Mot1 rescue,Keap1-Nrf2 PPI,PfHsp90 set2,dFosB act,cardiac RTF act,RTF Ca sens inh,CDK5 inh,NSD2 inh,Rtt109 HAT inh,C-LANA FP,PvdQ inh
COc1ccc(/C=C/C(=O)OCC(=O)N2CCCCCC2)c(OC)c1,-8,-2,20,2,-5,-2,0.2,3,-1,3.4,10
Cn1nc(C(=O)NCCc2ccc(Cl)cc2)c2c1-c1ccccc1S(=O)(=O)C2,440*,0,0,15,-5,-11,-1.4,-1,-10,-0.2,-15
CN(C)c1nc(=S)nc(NCc2ccccc2)[nH]1,/,-1,11,-8,-4,5,0.6,-1,2,-0.5,-11
CC(C)N1CCN(CC#Cc2ccccc2)CC1CCO (centres undefined),20,1,-26,-3,4,-8,-2.5,-1,/,2.6,-5
CNC(=O)c1[nH]cnc1C(=O)NCC(=O)OC(C)(C)C,-8,-3,10,5,-1,-8,-2.2,/,-5,1.0,-6
N#CC1(c2cccc(Br)c2)C(=O)Nc2ccccc21 (centres undefined),/,4,16,-2,-2,-6,-1.1,2,13,3.0,-1
O=C(NCCN1CCOCC1)c1cc(-c2cccs2)on1,-12,-4,/,-2,-6,-1,-0.9,-3,-1,-4.7,-3
CCOC(=O)c1sc2nc(SCC#N)n(CC3CCCO3)c(=O)c2c1C (centres undefined),7,-2,/,-4,4,-5,1.5,-7,-4,0.3,-13
CC(=O)NCCCOc1ccc([N+](=O)[O-])cc1Cl,206,3,15,0,1,-12,1.4,-2,0,-1.5,5
CCN(CC)c1ccc(/C=N/N2CCN(Cc3ccc(C)cc3)CC2)c(O)c1,28,-1,17,-6,-3,-5,-0.5,10,11,1.0,1
COc1cc(-c2nc(-c3ccccc3)c(-c3cc([N+](=O)[O-])ccc3C)[nH]2)cc(OC)c1OC,9,2,0,7,3,1,-0.2,-2,2,0.7,1
COC(=O)CSc1ccsc1C(=O)O,3,3,-13,1,-11,-9,-0.8,0,/,-0.8,-8
COC(=O)c1cccc(NC(=O)Nc2ccccc2OC)c1,-3,-2,3,-5,5,0,1.3,-3,8,0.3,-16
COc1ccc(OC)c(NC(=O)C(=O)NCCC2=CCCCC2)c1,-8,1,-1,1,6,6,0.5,13,1,-0.2,1
CCOC(=O)c1cnc2c(cnn2C)c1NCCCn1ccnc1,-1,1,12,-18,-1,-3,0.5,-3,24,-0.2,10
CC(C)n1cnc2c(N(C)c3cccc(Cl)c3)nc(N(CCO)CCO)nc21,-5,-1,-16,-2,9,-5,0.1,/,-23,6.5,-11
COc1cc2c(cc1NC(=O)/C=C/c1ccccc1)oc1ccccc12,2,-3,-18,0,0,5,-0.8,-4,-1,1.2,-3
CCc1cc2c(NC(C(=O)O)C(C)C)ncnc2s1 (centres undefined),-11,2,27,3,1,0,0.8,0,-10,-0.2,4
CC(C)(C)c1ccc(OCC(=O)N2CCN(c3ccccn3)CC2)cc1,2,-3,-16,-8,0,-5,-0.9,10,8,2.0,1
O=c1[nH]c(=O)c2[nH]c(=S)n(-c3ccccc3)c2[nH]1,/,-2,-16,7,-4,-5,2.2,-1,-6,-0.6,-7
COC(=O)CNC(c1ccccc1)c1cc(C)ccc1NC(=O)CNC(=O)OCc1ccccc1 (centres undefined),-6,-1,/,-9,4,1,-2.2,/,16,-0.1,-17
CCN(CC)CCCCN1c2ccccc2Sc2ccccc21,-14,-1,19,-5,3,-1,0.7,27,-10,2.8,-9
Clc1nc2ccccc2cc1-c1nnn(-c2ccccc2Br)n1,21,-9,-11,-5,14,-11,0.9,/,-4,0.5,-7
COc1cccc(-c2nc(CS(=O)(=O)CC(=O)Nc3ccccc3Br)c(C)o2)c1,0,-3,6,-10,6,-5,0.3,0,-3,-0.4,-10
O=[N+]([O-])c1ccccc1S(=O)(=O)N1CCN(CC2CC3C=CC2C3)CC1 (centres undefined),255,-6,3,0,6,-10,-2.9,9,3,-1.2,-13
CCCCn1c(N)c(N(CC(C)C)C(=O)CC2CCCCC2)c(=O)[nH]c1=O,2,-1,/,-6,-5,-9,0.8,32,-4,-1.1,5
CC(Sc1nnnn1-c1ccccc1)C(=O)Nc1ccccc1-c1ccccc1 (centres undefined),-11,2,21,-10,3,3,1.2,-5,5,-1.0,0
CCC(=NNC(=O)c1cccc(S(=O)(=O)N2CCOCC2)c1)c1ccccc1,14,-3,-10,-3,-2,4,1.9,-1,7,-0.6,-7
O=C(N/N=C/c1ccc(-c2cccc(C(F)(F)F)c2)o1)c1ccccc1O,-1,-2,-22,32*,2,-6,-0.7,-1,-14,1.4,-9
N#CCCn1cc(/C=N/NC(=O)c2ccncc2)c(-c2ccc(F)cc2)n1,3,-3,15,-2,-3,0,-1.6,1,/,-1.1,-17
Cc1ccc(SCC(=O)Nc2ccc(N3CCN(C)CC3)c(F)c2)cc1,3,1,17,-3,-4,7,0.8,2,0,0.2,-10
S=c1[nH]ccn1-c1ccc(Cl)cc1,14,-4,-7,3,-1,10,-0.1,/,0,-5.3,-17
O=C(NCCc1ccccc1)C1=COCCO1,167,-7,-12,-4,4,2,-2.4,0,6,-1.0,-2
O=C(Nc1cc(Cl)ccn1)C1(c2ccccc2)CC1(Cl)Cl (centres undefined),102,-8,2,-8,5,-5,-0.9,-1,1,-0.6,-5
O=C(O)c1ccc(NC(=S)NC(NC(=O)c2ccco2)C(Cl)(Cl)Cl)cc1 (centres undefined),-1,1,3,-2,1,-10,2.3,-1,4,0.4,-15
NS(=O)(=O)c1ccc(N/N=C/c2ccncc2)cc1,279,-2,-33,2,-1,-21,2.6,128*,13,0.1,-8
O=C(NCc1cccnc1)c1ccc2c(c1)OCO2,/,-3,/,2,3,0,-0.6,66*,5,-0.6,-4
CC(C)CNC(=O)C1CCN(CC2CCCCC2)CC1,-2,-3,-20,-2,-4,-3,2.5,-1,-6,0.0,-9
COc1ccc(CNC(=O)CN(C(=O)c2csnn2)c2cccc3c2CCCC3)cc1,-6,-4,5,-3,0,-1,-0.7,4,-5,-0.8,-11
O=C(CSc1nnc(-c2ccccc2)o1)NC(=O)Cc1ccccc1,-12,-3,/,-2,-2,-7,-0.8,-3,-7,1.7,7
O=C(CNC(=O)c1cccs1)NCC(=O)OCC(=O)c1ccc([N+](=O)[O-])cc1,-22,-3,11,1,5,3,-1.6,15,?,0.3,-8
Cc1nn(-c2ccccc2)c(C)c1NC(=O)COC(=O)c1ccc(NC(=O)CC#N)cc1,-1,1,16,-8,-4,-5,-0.5,-1,3,0.1,-4
CN(C)CCCNC(CC(=O)Nc1cccc([N+](=O)[O-])c1)C(=O)O (centres undefined),12,-6,3,-6,-7,1,3.3,-2,-5,-1.1,-6
COc1ccc(NC(=O)c2ccc(-c3ccccc3C(F)(F)F)o2)cc1,7,-6,2,-9,-3,0,0.1,/,-28,0.2,-3
CN(Cc1cn[nH]c1-c1ccc2c(c1)OCO2)C1CCOCC1,-4,-6,-2,-2,5,-10,-0.9,5,1,-0.9,-5
CCc1noc(C)c1C(=O)OC(C)C(=O)Nc1ccc(Cl)cn1 (centres undefined),-1,-4,-1,-6,-9,-2,1.6,-5,4,0.6,-9
O=C(COc1cccc(C(F)(F)F)c1)Nc1ccccc1N1CCCCC1,-8,2,6,0,-2,1,0.8,0,0,1.0,-9
O=C(O)CC1(CC(=O)Nc2ccc3ccccc3n2)CCCCC1,-6,-1,-11,0,/,/,-1.8,26,-6,-0.6,-5
Cc1ccc(CS(=O)(=O)CC(C)(O)c2ccc(Cl)cc2)cc1 (centres undefined),-7,-3,-2,-2,-2,-5,1.3,-2,-5,0.4,13
CCOC(=O)CN1C(=O)C(Sc2n[nH]c(-c3ccc(O)cc3)n2)CCc2ccccc21 (centres undefined),-5,-2,-37,-13,-2,1,1.6,3,8,0.5,-9

# (continued)
SMILES,SUMO Mot1 rescue,Keap1-Nrf2 PPI,PfHsp90 set2,dFosB act,cardiac RTF act,RTF Ca sens inh,CDK5 inh,NSD2 inh,Rtt109 HAT inh,C-LANA FP,PvdQ inh
O=C(O)C1Cc2c([nH]c3ccccc23)C(c2ccc3c(c2)OCO3)N1 (centres undefined),17,0,-2,0,6,-5,0.2,/,2,2.2,1
CCOC1OC(=O)C(Cl)=C1Nc1cc(C)ccc1C (centres undefined),102,-4,-11,-4,0,-9,-1.4,2,9,-1.1,-6
COC(=O)c1ccccc1NC(=O)C(=O)NCC1CCCO1 (centres undefined),23,-2,-10,-5,1,7,/,-3,3,1.9,-6
COc1ccc(Br)cc1CN(C)CC(=O)Nc1cccc(S(N)(=O)=O)c1,-1,1,-6,-3,-6,-19,1.3,3,1,1.1,-7
O=C1C(=O)N(CCO)C(c2ccc(Br)cc2)/C1=C(\O)c1ccccc1 (centres undefined),-2,-6,-9,3,-7,0,-1.2,1,4,-1.4,6
CCc1nnc(NC(=O)CCC(=O)NC2CCCCCCC2)s1,121,0,-2,-9,0,0,0.2,34,-1,0.2,0
O=C(N/N=C/c1ccc(F)cc1)c1cc(-c2ccco2)nc2ccccc12,-23,1,2,-17,-16,19*,1.1,0,-5,-0.1,1
CN(C)c1cccc2c(S(=O)(=O)Nc3ccccn3)cccc12,-10,0,-36,-9,9,-11,-1.7,58*,-19,-1.5,-7
Cc1ccc(S(=O)(=O)N2CCCCC2C(=O)NCc2ccco2)cc1 (centres undefined),0,-2,-16,-5,2,-7,-1.1,-4,-6,-0.3,-9
COc1cccc(-n2nnc3c(=O)n(CC(=O)N4CCC(Cc5ccccc5)CC4)cnc32)c1,16,3,-11,8,0,2,1.3,0,-1,-1.8,3
Cc1ccc(S(=O)(=O)NCCc2cc3ccc(C)cc3[nH]c2=O)cc1,3,-4,12,-18,-2,-1,-4.3,0,-14,-2.2,-17
CCN(CCCNC(=O)C1CCCN(S(=O)(=O)CC)C1)c1cccc(C)c1 (centres undefined),6,2,8,-9,-11,-16,0.1,1,11,-1.7,11
CC(C)OC(=O)c1cccc(NC(=O)c2ccccc2)c1,11,4,15,-12,-1,-5,-0.6,-6,-5,-1.6,-1
COc1ccccc1-c1ccc(SCC(=O)N2CCOCC2)nn1,-2,3,-16,-4,-2,-2,-0.3,-2,-4,0.3,-9

# 3 entries from above, arranged by length of the SMILES, ascending:
SMILES,SUMO Mot1 rescue,Keap1-Nrf2 PPI,PfHsp90 set2,dFosB act,cardiac RTF act,RTF Ca sens inh,CDK5 inh,NSD2 inh,Rtt109 HAT inh,C-LANA FP,PvdQ inh
Cc1ccc(S(=O)(=O)N2CCCCC2C(=O)NCc2ccco2)cc1 (centres undefined),0,-2,-16,-5,2,-7,-1.1,-4,-6,-0.3,-9
CCN(CCCNC(=O)C1CCCN(S(=O)(=O)CC)C1)c1cccc(C)c1 (centres undefined),6,2,8,-9,-11,-16,0.1,1,11,-1.7,11
COc1cccc(-n2nnc3c(=O)n(CC(=O)N4CCC(Cc5ccccc5)CC4)cnc32)c1,16,3,-11,8,0,2,1.3,0,-1,-1.8,3

# Screens from PubChem.
